# Screens (PubChem)
# Mtb BioA inh: blocks M. tuberculosis BioA enzyme activity; purified M. tuberculosis BioA enzyme, plate reader; inhibition, % at 9.99 µM; 360,000 compounds, 0.096% hits; AID 602481; in the data active = inhibition above about 40%; inconclusive = no clear call, values can overlap the other calls
# Mtb FBA inh: inhibits M. tuberculosis FBA enzyme; P9WQA3; purified M. tuberculosis FBA, fluorescence read-out; inhibition, % at 1 µM; 360,000 compounds, 2.3% hits; in the data active = inhibition above about 27%;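 note: 0% = vehicle and 100% = reference inhibitor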
# Target sequence (P9WQA3 whole entry, looked up): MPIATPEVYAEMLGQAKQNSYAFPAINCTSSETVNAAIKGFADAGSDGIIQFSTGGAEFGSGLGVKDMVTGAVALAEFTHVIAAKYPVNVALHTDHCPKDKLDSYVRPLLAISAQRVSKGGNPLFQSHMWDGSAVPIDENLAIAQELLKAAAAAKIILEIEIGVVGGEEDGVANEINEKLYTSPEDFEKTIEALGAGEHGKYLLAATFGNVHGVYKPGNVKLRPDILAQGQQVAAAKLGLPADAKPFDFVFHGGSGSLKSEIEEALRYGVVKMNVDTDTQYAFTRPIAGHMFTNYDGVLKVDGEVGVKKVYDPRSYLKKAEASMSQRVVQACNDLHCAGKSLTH
# TcdB GH inh: blocks C. difficile toxin B glycohydrolase activity. P18177. TcdB glycohydrolase enzymatic assay, plate reader. inhibition, % at 9.99 µM. 350,000 compounds, 0.24% hits. AID 652162; in the data active = inhibition above about 10%
# PfHsp40 yeast: rescue of PfHsp40-mediated yeast toxicity; growth rescue, % at 12.5 µM; 340,000 compounds, 0.68% hits; S. cerevisiae expressing PfHsp40, growth rescue, ATP luminescence; AID 504582; in the data active = growth rescue above about 28%, passing the limit was not always enough; inconclusive = no clear call, values can overlap the other calls;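 note: yeast W303a lacking pdr1 and pdr3 grown in galactose medium; growth measured after three days at 30 °C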
# Vc quorum ag: quorum light induction in luxS cqsA deficient V. cholerae; V. cholerae BH1578 lux reporter, luminescence, 6 h; activation, % at 18.7 µM; 350,000 compounds, 0.16% hits; in the data active = activation mostly above about 9.7%, no sharp cut-off; inconclusive = no clear call, values can overlap the other calls; inactive = mostly below about 3.7%; note: not every result past the cut was called active; inactives centre near 0; reference of the scale not given here
# GDH-TPI inh: GDH-TPI coupled enzyme inhibition counter-screen; inhibition, % at 4.8 µM; GDH-TPI coupled enzyme counterscreen, NADH absorbance; 360,000 compounds, 1.2% hits; AID 588335; in the data active = inhibition above about 30%;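 note: 0% = DMSO wells and 100% = wells lacking the enzyme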
# Y pestis TopoI: inhibitors of Yersinia pestis topoisomerase I | Y. pestis Topo-I cleavage product accumulation, plate reader | 360,000 compounds, 0.064% hits | AID 504884 | activity, % at 10 µM; in the data active = activity above about 50%, passing the limit was not always enough; inconclusive = no clear call, values can overlap the other calls; note: inactives centre near 2
# FadD28 binding: M. tuberculosis FadD28 bisubstrate binding inhibition; FadD28 bisubstrate probe binding, fluorescence polarization; inhibition, % at 12.5 µM; 360,000 compounds, 0.22% hits; in the data active = inhibition above about 8.5%, passing the limit was not always enough; inconclusive = no clear call, values can overlap the other calls
# Mtb UGM inh: Mtb UDP-galactopyranose mutase inhibition; purified UGM, fluorescence polarization probe displacement; AID 504406; inhibition, % at 10 µM; 320,000 compounds, 0.06% hits; P9WIQ1; in the data active = inhibition above about 10%, passing the limit was not always enough; inconclusive = no clear call, values can overlap the other calls
# Target sequence (P9WIQ1 whole entry, looked up): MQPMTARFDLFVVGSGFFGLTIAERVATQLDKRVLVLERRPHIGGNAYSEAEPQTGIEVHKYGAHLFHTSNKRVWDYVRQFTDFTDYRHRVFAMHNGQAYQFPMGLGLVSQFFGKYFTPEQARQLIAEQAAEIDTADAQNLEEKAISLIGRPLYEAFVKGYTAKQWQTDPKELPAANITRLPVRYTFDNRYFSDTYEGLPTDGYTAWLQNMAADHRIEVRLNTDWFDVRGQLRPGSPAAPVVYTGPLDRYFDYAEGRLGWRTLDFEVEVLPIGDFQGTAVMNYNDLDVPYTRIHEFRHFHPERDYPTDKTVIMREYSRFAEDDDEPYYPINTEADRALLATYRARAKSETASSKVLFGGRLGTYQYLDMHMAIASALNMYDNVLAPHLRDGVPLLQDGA
# * marks the source's active call; other numbers are inactive results; i = inactive; ? = inconclusive; · = not tested or not shown; + = active, no number. The order is random (roughly 4.6% active in at least one column).
SMILES,Mtb BioA inh,Mtb FBA inh,TcdB GH inh,PfHsp40 yeast,Vc quorum ag,GDH-TPI inh,Y pestis TopoI,FadD28 binding,Mtb UGM inh
Cc1ccc(CN2CCN(/N=C\c3cccc([N+](=O)[O-])c3)CC2)cc1,0.7,3,0.9,0.1,-0.2,4,38,-0.2,0.8
Cc1ccc2c(c1)N(CC(=O)NCCc1ccc(Cl)cc1)C(=O)c1cccnc1O2,-0.1,1,1.8,-0.5,i,11,29,0.6,0.3
C=C(C)Cn1c(C)cc(C)c(S(=O)(=O)c2ccc(C)cc2)c1=O,·,1,4.3,-0.9,i,7,18,-2.2,-4.5
COc1ccccc1N1CCN(C(c2cccs2)C(C)NS(=O)(=O)c2ccccc2)CC1 (stereo unspecified),-1.3,3,-2.4,-0.2,-0.2,-5,17,-1.7,-0.9
COc1cc(C(O)P(=O)(OC2CCCCC2)c2ccc(N(C)C)cc2)cc(OC)c1OC (stereo unspecified),-0.8,-1,·,-0.9,12,4,14,-2.0,-2.5
Cc1ccc(-n2c3nc(=O)[nH]c(=O)c-3cc3c(C)nn(-c4ccccc4)c32)c(C)c1,·,+,·,?,-3.3,21,2,-3.3,2.3
Cc1c(O)ccc(C(=O)CN2CCN(c3ccccc3F)CC2)c1O,5.1,1,·,0.4,-11,15,-3,-1.7,-1.0
Cc1ccc(N=Nc2c(N)nn3c(C)cc(C)nc23)cc1,-1.0,-7,·,-1.3,-0.2,40*,0,-2.2,-1.3
COC(=O)c1onc(-c2ccccc2)c1C(=O)OC,-1.8,2,·,1.1,-17,-7,-2,-2.2,-0.6
Cc1nc(SCc2nc3ccccc3[nH]2)c2oc3ccc(Br)cc3c2n1,-2.5,1,-3.7,4.5,-0.4,-3,17,-8.2,-0.5
CCOc1ccc(NC(=S)N2CCC(NC(=O)c3ccco3)CC2)cc1,-0.3,3,2.2,-0.3,-4.8,-2,1,0.1,2.2
O=C(c1ccco1)N1CCN(S(=O)(=O)/C=C/c2ccccc2)CC1,·,2,0.4,-0.5,-0.4,-9,3,-2.9,-0.4
Cc1cc(C)nc(Sc2ccc(/C=C(\C#N)C(=O)Nc3ccccc3)o2)n1,-2.2,-2,·,-0.8,i,25,-10,0.6,2.0
CC(C)(C)c1ccc(S(=O)(=O)Nc2ccc(C(O)(C(F)(F)F)C(F)(F)F)cc2)cc1,1.3,-2,-0.7,·,-1.1,-11,-8,-6.6,·
CC(C)C[C@H](NC(=O)c1nc[nH]c1C(=O)N1CCNCC1)C(=O)OC(C)(C)C,-1.0,1,0.9,-0.6,i,9,-6,-1.5,-0.7
CN(CC(=O)NCCc1ccccc1)S(=O)(=O)c1cccc2nsnc12,·,2,·,-0.9,i,-3,-5,-3.8,0.2
O=C(COC(=O)CNS(=O)(=O)c1ccc(Br)cc1Cl)NCCc1ccccc1,-0.4,-1,0.0,0.1,-1.7,6,30,-2.5,3.1
CSc1ncccc1C(=O)OCC(=O)Nc1cccc(S(=O)(=O)N2CCOCC2)c1,1.9,-3,2.4,-0.7,i,-2,3,-5.3,·
CCOC(=O)c1c(CN2CCN(Cc3ccccc3)CC2)n(C)c2cc(Br)c(OC)cc12,-0.6,1,·,-0.8,i,-5,0,-3.7,2.0
N#Cc1ccc(NC(=O)COC(=O)c2cccc(S(=O)(=O)N3CCCC3)c2)cc1,0.6,-3,1.9,·,-5.0,9,-2,-2.3,·

# In another format: entries from further up
SMILES | Mtb BioA inh | Mtb FBA inh | TcdB GH inh | PfHsp40 yeast | Vc quorum ag | GDH-TPI inh | Y pestis TopoI | FadD28 binding | Mtb UGM inh
Cc1cc(C)nc(Sc2ccc(/C=C(\C#N)C(=O)Nc3ccccc3)o2)n1 | -2.2 | -2 | · | -0.8 | i | 25 | -10 | 0.6 | 2.0
CC(C)(C)c1ccc(S(=O)(=O)Nc2ccc(C(O)(C(F)(F)F)C(F)(F)F)cc2)cc1 | 1.3 | -2 | -0.7 | · | -1.1 | -11 | -8 | -6.6 | ·
CC(C)C[C@H](NC(=O)c1nc[nH]c1C(=O)N1CCNCC1)C(=O)OC(C)(C)C | -1.0 | 1 | 0.9 | -0.6 | i | 9 | -6 | -1.5 | -0.7
CN(CC(=O)NCCc1ccccc1)S(=O)(=O)c1cccc2nsnc12 | · | 2 | · | -0.9 | i | -3 | -5 | -3.8 | 0.2

# (further entries)
SMILES,Mtb BioA inh,Mtb FBA inh,TcdB GH inh,PfHsp40 yeast,Vc quorum ag,GDH-TPI inh,Y pestis TopoI,FadD28 binding,Mtb UGM inh
Cc1cc(=O)oc2c(C)c(OC(C)C(=O)NCC(O)c3ccccc3)ccc12 (stereo unspecified),-0.1,20,2.3,-0.7,-2.6,9,1,-2.0,1.6
CCOC(=O)N1CCN(S(=O)(=O)CCNC(=O)c2ccccc2)CC1,-1.0,-2,1.7,1.2,-0.2,-6,1,-2.2,1.7
CN(C)/C=C/C(=O)c1cccc([N+](=O)[O-])c1,·,-1,-0.6,-1.2,0.5,4,0,-3.2,0.9
O=C(Nc1nc(-c2ccccc2)cs1)c1cccc([N+](=O)[O-])c1C(=O)O,-3.5,3,0.3,-0.5,0.4,10,3,-5.6,2.3
CCC(=O)c1cc2c(C)cc(=O)oc2c(C)c1O,0.9,3,·,0.3,-0.5,7,-15,-1.2,0.7
O=C(O)CCCn1cc(NC(=O)c2c(F)cccc2F)cn1,·,0,1.4,-0.2,-0.4,-3,-3,-1.9,-0.4
N=c1c2c(n(Cc3cccc(Cl)c3)c3c1CCC3)CCCC2,·,-1,0.8,-0.8,i,2,1,-0.8,0.1
CN1C(=O)C(C)(C)c2cc(S(=O)(=O)NCc3ccc(Cl)cc3)ccc21,1.2,-1,-0.1,-0.4,-0.4,-12,-4,-5.8,-3.7
CCOc1cc(N2CCOCC2)c(OCC)cc1NC(=O)CC12CC3CC(CC(C3)C1)C2,0.5,-2,·,-0.3,·,8,22,0.7,-0.7
Cc1ccc(/C=N/NC(=O)c2cccs2)o1,·,3,0.1,-0.9,-0.1,11,-1,-1.1,0.7
Cc1cccc(C)c1NC(=O)NC1(C(=O)NCC2CCCO2)CCCCC1 (stereo unspecified),·,0,-0.4,-1.0,-0.4,8,4,-1.1,0.1
CC1(C)c2ccccc2-c2nc3ccccc3cc2C1N1CCOCC1 (stereo unspecified),·,2,7.3,2.2,·,24,25,-4.0,·
CCn1c(C)cc(C(=O)COC(=O)CNC(=O)c2ccco2)c1C,-1.2,0,1.9,·,-0.5,4,-3,-2.2,·
Cc1ccc(C([O-])=C(C(=S)NCc2ccccc2)[n+]2cccc(CO)c2)cc1[N+](=O)[O-],-2.8,3,0.5,-0.7,i,6,1,-0.5,·
Cc1ccc(C)c(C(=O)C(C)OC(=O)c2cccn2C)c1 (stereo unspecified),0.4,0,·,0.3,-1.0,0,11,?,1.5
CCn1c2ccccc2c2cc(NC(=O)COC(=O)c3ccc(NC(=O)CC#N)cc3)ccc21,·,3,0.3,-0.6,-2.0,9,-2,-3.9,6.1
CCOC(=O)C1=CCN(S(=O)(=O)c2ccc(C)cc2)C1c1cccc2ccccc12 (stereo unspecified),-1.1,5,1.0,·,·,·,·,0.4,·
COc1ccc(OC)c(CN2CCN(c3ccccc3OC)CC2)c1,-0.4,6,·,-0.1,-0.5,10,-2,-1.1,1.1
O=c1[nH]c2cc3c(cc2cc1CN(Cc1ccc2c(c1)OCO2)Cc1nnnn1CC1CCCO1)OCO3 (stereo unspecified),-0.4,40*,·,0.1,-3.8,24,1,-0.6,1.8
Cc1c(NC(=O)COC(=O)c2c3c(nc4ccccc24)CCCC3)c(=O)n(-c2ccccc2)n1C,·,-1,2.6,8.2,-0.5,7,6,-1.9,-2.3
CON/C=C(\C=Nc1ccc(Cl)cc1)c1ncc(C(F)(F)F)cc1Cl,-1.0,1,·,0.7,2.0,-1,-5,-2.9,-0.6
O=C1OC(N2CCN(C/C=C/c3ccccc3)CC2)c2ccccc21 (stereo unspecified),-2.3,-1,·,1.2,i,0,-7,-0.3,2.1
Cc1ccc(C)c(NC(=O)CSc2nnc(Cc3cccn3C)n2-c2ccc(F)cc2)c1,-1.1,0,1.0,0.1,-0.1,-9,11,-4.6,0.5
O=c1[nH]c(CN2CCN(Cc3ccccc3)CC2)nc2scc(-c3ccccc3)c12,-4.1,0,1.1,-0.2,-0.5,2,12,-1.3,0.4
Cc1ccc(C(=O)N2C(=O)c3cccc(N)c3C2=O)o1,-1.0,-1,1.1,0.4,-0.3,14,-2,-3.5,5.2
CCOC(=O)CN(C(=O)CSc1nnc(CNc2ccc(F)cc2)n1C)c1ccccc1,0.8,-1,·,-2.0,i,-2,17,0.6,-1.3
O=C(c1ccc(Br)cc1)N1CCC(C(=O)N2CCN(c3ccccc3)CC2)CC1,3.6,0,0.7,0.5,-1.1,3,47,1.9,1.4
Fc1ccc(-c2ccnc3nc(-n4cccc4)nn23)cc1,·,-6,·,-0.2,i,3,6,-4.9,1.0
Cc1ccccc1C(=O)N1CCC(C(=O)NC2CCCCCC2)CC1,-1.7,0,0.7,5.9,-0.4,0,1,2.3,0.6
CN(C)c1ncc([N+](=O)[O-])cc1C(F)(F)F,-0.1,4,-1.1,6.2,-0.8,5,1,-0.5,2.8
COc1cccc(C(=O)Nc2ccc(NC(=O)C3CCCCC3)nc2)c1,-0.1,-5,-0.8,1.0,-0.3,-3,1,·,·
CCn1nnnc1SCC(=O)Nc1nnc(C(C)C)s1,-0.5,2,·,0.9,-0.3,-5,-1,0.3,0.9
O=C(CCCNS(=O)(=O)c1cccs1)N1CCN(c2cccc(Cl)c2)CC1,3.4,0,·,-0.4,i,-2,26,-5.2,3.7
CC(C)N(Cc1ccccc1)C(=O)CN1C(=O)NC2(CCCc3ccccc32)C1=O (stereo unspecified),-1.1,2,0.5,0.6,-0.1,1,6,-0.8,3.0
Cc1ccc(S(=O)(=O)NCc2ccc3c(c2)cc(C)n3C)cc1,-0.8,-1,-5.6,-0.5,-0.2,15,1,2.0,0.4
FC(F)(F)c1cc(-c2cccs2)nc2cc(-c3cccs3)nn12,-1.4,7,0.2,0.3,i,13,-4,-0.5,0.2
CCc1cccc(CC)c1NC(=O)COc1ccccc1C(=O)c1cc(C#N)c(=O)n(C2CCCCC2)c1,·,-3,0.5,-0.1,i,8,6,-2.2,-3.4
COC(=O)C1N2C(=O)[C@@H](NC(=O)COc3ccccc3)[C@H]2SC1(C)C (stereo partly specified),-1.3,-4,-0.1,-0.2,-0.4,-4,7,-4.3,1.2
C#CC[N+](C)(C)CCCCCCCC,·,1,-0.5,-0.2,·,-5,1,-3.9,-0.6
COc1cc(Cl)cc(C(c2c(C(=O)O)[nH]c3ccccc23)c2c(C(=O)O)[nH]c3ccccc23)c1O,0.0,0,-1.0,5.2,-0.1,1,-12,33*,7.7
CCOC(=O)/C(=C\c1ccc([N+](=O)[O-])cc1)C(=O)c1cc(C(C)=O)c(Nc2ccccc2)s1,-2.0,1,·,-0.2,·,4,1,0.2,3.9
CC(=O)c1ccc(NC(=O)C2CCN(S(=O)(=O)c3cccc4cccnc34)CC2)cc1,-0.7,1,0.5,-0.1,-0.2,5,21,2.3,0.8
CC(C)(C)C(=O)N1CCN(c2ccnc3cc(Cl)ccc23)CC1,0.5,3,0.7,-0.3,i,30,16,-1.5,-0.9
CCn1c2ccccc2c2cc(/C=C(/C#N)C(N)=S)ccc21,·,-4,0.7,0.9,0.8,13,-9,-3.4,·
O=C(NN=Cc1c(F)c(F)c(F)c(F)c1F)c1ccc(NS(=O)(=O)c2cccs2)cc1,-1.7,-4,1.1,0.9,i,36*,0,-3.7,-1.4
Cc1ccc(C)c(S(=O)(=O)NC2CCS(=O)(=O)C2)c1 (stereo unspecified),-1.5,3,2.4,-1.6,-8.2,-1,-5,0.5,0.1
NC(=O)c1ccsc1NC(=O)COC(=O)/C=C/c1ccccc1,-0.8,-1,2.3,0.0,-1.2,1,-6,-4.2,0.4
COc1cc(CCC(=O)OCn2nnc3ccccc3c2=O)cc(OC)c1OC,-1.5,2,·,-0.6,i,-1,8,-0.7,-1.8
COc1cccc(-n2c(=O)c3sccc3n(CC(=O)NC3CCCC3)c2=O)c1,-1.2,-1,3.2,0.9,-2.2,0,-6,-1.5,2.6
